# Bioassay records as filed in PubChem BioAssay.
# TLR4 MyD88 comp – inhibitors of TLR4-MyD88 association in cells, primary screen, cell-based, HeLa CL3-4, BLA complementation, FRET ratio. HeLa CL3-4 TLR4/MyD88 BLA complementation. inhibition, % at 8.4 µM. 200,000 tested, 0.18% active. AID 861, 2007; in the data active = inhibition above about 25%;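 note: 0% = vehicle and 100% = reference inhibitor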
# S1P3 antag – S1P3 receptor antagonists, primary screen, cell-based; Sphingosine 1-phosphate receptor 3 (Homo sapiens), Q99500; CHO S1P3 NFAT-BLA reporter, FRET fluorescence, antagonist mode; inhibition, % at 4.98 µM; 170,000 tested, 0.27% active;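 active = inhibition above the plate cutoff, the mean inhibition of test wells on that plate plus 3 SD, cut at about 28% in these data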;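 note: cells challenged with S1P at its EC80 of 0.8 µM; blue over green emission ratio from cleaved BLA substrate after 4 h stimulation; 0% = S1P-stimulated wells and 100% = unstimulated DMSO-only wells; some compounds past the cut are filed as inactive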
# Target sequence (Q99500 whole entry, looked up): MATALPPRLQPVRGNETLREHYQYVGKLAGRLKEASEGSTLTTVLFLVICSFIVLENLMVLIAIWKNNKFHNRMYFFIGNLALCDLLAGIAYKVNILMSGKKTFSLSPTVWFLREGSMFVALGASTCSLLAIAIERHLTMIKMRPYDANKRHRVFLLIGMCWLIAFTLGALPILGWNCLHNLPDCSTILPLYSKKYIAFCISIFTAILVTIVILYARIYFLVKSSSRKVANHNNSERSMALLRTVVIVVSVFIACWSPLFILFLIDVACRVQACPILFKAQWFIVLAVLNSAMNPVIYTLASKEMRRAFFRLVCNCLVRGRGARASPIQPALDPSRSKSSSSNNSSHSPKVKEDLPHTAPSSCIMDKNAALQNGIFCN
# PPARg SRC-2 ag – agonists of PPARg-SRC-2 recruitment, primary screen, biochemical, HTS; Peroxisome proliferator-activated receptor gamma (Homo sapiens), P37231; PPARgamma LBD-SRC-2 recruitment; activation, % at 8 µM; 200,000 tested, 0.34% active; AID 1032, 2008; in the data active = activation above about 22%;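 note: 0% = vehicle and 100% = reference agonist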
# TR-FRET SRC-2 ct – TR-FRET signal artefacts, primary screen, artefact control for PPARgamma SRC-2 agonist project, biochemical | 200,000 tested, 0.4% active | TR-FRET ratio at 8 µM | AID 1049, 2008 | TR-FRET artefact counter-screen; stronger effect = higher value; in the data active = TR-FRET ratio above about 2000; note: inactives centre near 1500
# PPARg SRC1 recr – PPARgamma agonists recruiting SRC-1 coactivator, primary screen, biochemical | Peroxisome proliferator-activated receptor gamma (Homo sapiens), P37231 | PPARgamma-SRC-1 coactivator recruitment biochemical assay | activation, % at 8 µM | 200,000 tested, 0.41% active | AID 631, 2007; in the data active = activation above about 19%;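 note: 0% = DMSO and 100% = reference agonist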
# PPARg SRC3 recr – PPARgamma agonists recruiting SRC-3 coactivator, primary screen, biochemical. biochemical PPARgamma/SRC-3 coactivator recruitment assay. 200,000 tested, 0.26% active. activation, % at 8 µM. AID 731, 2007. Peroxisome proliferator-activated receptor gamma (Homo sapiens), P37231; in the data active = activation above about 23%;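 note: 0% = DMSO and 100% = reference agonist; some compounds past the cut are filed as inactive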
# RAM inhibit – inhibitors of the yeast RAM network, primary screen, dse1pr::URA3 reporter, 5-FOA selection; S. cerevisiae dse1pr::URA3 reporter, 5-FOA growth OD615, 2 d; analog-sensitive cbk1-as2 kinase mutant strain; inhibition, % at 50 µM; 190,000 tested, 1.8% active; AID 868, 2007;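 active = inhibition above a set limit, 3 SD over mean compound inhibition, cut at about 8.4% in these data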;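 note: 0% = DMSO-only wells with no growth and 100% = 10 µM 1-NA-PP1 full growth; inhibition rescues growth on 5-FOA so higher OD means more RAM inhibition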
# ROMK primary – ROMK potassium channel modulators, primary screen, cell-based, thallium flux, MLSMR library. Tet-inducible ROMK, thallium flux fluorescence; actives lie on both sides. B-score at 10 µM. 130,000 tested, 2% active;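 active = signal ratio slope over the read window, or its plate-corrected B-score, at least 3 SD from the plate mean, either direction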;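 note: B-score of the F/F0 ratio slope over 7 to 12 s after thallium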
# Target sequence (P48048 whole entry, looked up): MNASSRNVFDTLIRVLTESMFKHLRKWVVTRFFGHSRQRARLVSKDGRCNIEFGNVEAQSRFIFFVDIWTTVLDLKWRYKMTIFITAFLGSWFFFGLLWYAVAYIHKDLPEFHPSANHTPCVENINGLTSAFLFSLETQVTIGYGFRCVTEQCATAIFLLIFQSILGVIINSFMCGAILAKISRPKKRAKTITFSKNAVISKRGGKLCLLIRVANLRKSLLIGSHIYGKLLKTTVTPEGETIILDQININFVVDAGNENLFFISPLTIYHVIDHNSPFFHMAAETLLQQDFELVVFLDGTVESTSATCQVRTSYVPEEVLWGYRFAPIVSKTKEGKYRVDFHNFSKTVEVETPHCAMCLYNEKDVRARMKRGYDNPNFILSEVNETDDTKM
# STAT3 inh – IL-6 driven STAT3 reporter inhibitors, primary screen, U3A cells, luciferase, luminescence, MLSCN library. IL-6 STAT3-luciferase reporter; host cell line lacks STAT1. inhibition, % at 5.5 µM. 190,000 tested, 0.89% active. AID 862, 2007;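 active = inhibition above the mean inhibition across all screened compounds plus 3 SD, cut at about 44% in these data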;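 note: 0% = DMSO only wells and 100% = 100 µM nifuroxazide control wells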
# STAT1 blocker – STAT1 signaling inhibitors, primary screen, cell-based, HTS, luciferase reporter; inhibition, % at 5.5 µM; 200,000 tested, 0.35% active; NIH 3T3 STAT1-luciferase reporter, IFN-gamma, luminescence;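 active = inhibition above a set limit, the mean inhibition across all tested compounds plus 3 SD, cut at about 34% in these data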;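 note: 0% = IFN-gamma with DMSO and 100% = IFN-gamma with 300 µM nifuroxazide; values of inactives mirror those of a sister screen read the other way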
# STAT3 act – IL-6 driven STAT3 reporter potentiators, primary screen, U3A cells, luciferase, luminescence, MLSCN library. IL-6 STAT3-luciferase reporter; 100% = signal with IL-6 EC80 alone. activation (% of control), % at 5.6 µM. 190,000 tested, 0.91% active. AID 871, 2007;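 active = activation above the screen-wide mean of compound activation plus 3 SD, cut at about 130% in these data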;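 note: 0% = background luminescence of wells with medium and substrate only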
#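 Material: human STAT1-deficient U3A cells with stable STAT3-luciferase reporter / Probe or stimulus: IL-6 stimulus at 33 ng/mL final / Schedule: 1 h compound pre-exposure, 6 h IL-6 stimulation, 37 °C / Technique: luminescence / Read-out basis: percent of IL-6-only median luminescence / Control set: IL-6-only high control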
# Numbers without * were called inactive; nt = not tested or not shown.
SMILES,TLR4 MyD88 comp,S1P3 antag,PPARg SRC-2 ag,TR-FRET SRC-2 ct,PPARg SRC1 recr,PPARg SRC3 recr,RAM inhibit,ROMK primary,STAT3 inh,STAT1 blocker,STAT3 act
O=C(c1ccc(N2CCOCC2)c([N+](=O)[O-])c1)N1CCN(S(=O)(=O)c2cccs2)CC1,-2,-16,4,1334,-3,3,-0.5,-1.7,22,10,84
CCOc1ccc(-n2cnnn2)cc1S(=O)(=O)N1CCCCC1,-10,-32,5,1542,2,0,1.5,nt,6,4,100
Nc1ccccc1SCc1ccccc1,-5,-11,-5,1258,-4,-1,-0.6,1.1,3,-5,100
O=C(O)CSCC(=O)NCc1ccccc1,7,-55,0,1361,-4,-15,1.0,0.81,4,2,100
COc1cc2c(C(=O)N3CCN(C)CC3)c(CSc3ccccc3)n(C)c2cc1Br,-10,-1,-1,1547,-4,0,-1.7,-0.53,10,10,100
Cc1ccc(NC(=O)CCNC(=O)c2ccccc2Cl)cc1S(=O)(=O)N(C)C,-11,-18,-5,1488,-10,-2,0.5,0.33,-9,-3,105
CCCNC(=O)c1ccc(Cl)c(Cl)c1,3,nt,6,1619,-6,8,3.0,nt,1,2,100
Cc1nnc(-c2ccccc2)[nH]c1=O,15,2,2,1695,8,3,2.1,0.94,3,-4,100
CCOc1cccc(C(=O)Nc2ccncc2)c1,0,-12,7,1460,7,0,1.5,-0.065,34,25,75
COc1ccc(Cl)cc1C(=O)CSc1nc(N)cc(N)n1,-4,3,4,1696,3,-1,-0.1,0.58,22,2,83
CC(C)(C)c1ccc(-c2nc(C#N)c(NCc3cccnc3)o2)cc1,-3,nt,-6,1497,3,-5,-1.7,-0.64,0,-15,103
CC(C)[C@H](NS(=O)(=O)c1ccccc1)C(=O)OCn1nnc2ccccc2c1=O,2,nt,7,1485,2,0,4.4,1.6,8,-1,99
Cc1cc(=O)oc2cc(OCC(=O)OCC(=O)NC(=O)NC(C)C)ccc12,6,-22,10,1843,0,6,0.1,0.026,5,-6,100
COc1ccc(-c2[nH]nc3c2C(c2ccccc2OC(=O)N2CCOCC2)C(C#N)=C(N)O3)cc1 (stereo unspecified),7,-29,4,1511,6,15,0.0,nt,4,1,98
CCOc1ccc(N(CC(=O)Nc2ccc(C)cc2)S(=O)(=O)c2c(C)noc2C)cc1,-3,44,-2,1635,-2,1,2.1,nt,5,8,103
O=C(CSc1nncc2ccccc12)N1CCOCC1,2,2,4,1643,-1,7,-0.9,nt,0,2,105
Cc1ccn2cc(CNC(=O)c3cccs3)nc2c1,-15,nt,-1,1699,4,0,1.7,nt,10,11,99
Cc1cc(C)cc(NC(=O)CSc2nnc(Cc3cccn3C)n2-c2ccc(F)cc2)c1,-8,-15,9,1580,6,4,3.9,nt,-3,-8,107
CN(C)c1ccc(/C=C(/NC(=O)c2ccccc2)C(=O)N/N=C/c2ccc([N+](=O)[O-])c(O)c2)cc1,13,nt,-1,1518,-7,1,-0.2,nt,26,6,81
CC1=CC(C)(C)N(C(=O)Nc2ccccc2)c2ccccc21,-5,-18,3,1382,-1,1,-1.5,nt,3,-1,101
CCc1ccc(-n2cc(-c3ccc(F)cc3)[n+]3c2SCCC3)cc1,6,-8,-7,1411,2,-5,0.4,-0.4,30,30,76
COC(=O)c1onc(-c2ccccc2)c1C(=O)OC,-1,nt,10,1571,3,-1,-0.5,0.49,1,-2,100
NSc1nc(N)c2nc(-c3ccccc3)c(-c3ccccc3)nc2n1,13,1,3,1685,4,1,6.1,-0.63,1,2,103
O=C(NCCCN1CCOCC1)c1cc(C(=O)C2CCCCC2)c[nH]1,-5,-17,-5,1558,-2,-5,-0.2,0.79,7,-1,100
COC(=O)c1ccc(C(=O)OC)c(NC(=O)Nc2ccc3c(c2)OCO3)c1,5,8,6,1397,-9,-3,3.3,-0.14,-14,-16,114
CN1CCN(C(=O)C2CC(c3c(F)cccc3Cl)=NO2)CC1 (stereo unspecified),-4,-12,-2,1351,-4,-11,2.4,nt,2,8,101
Cc1ccc(NC(=O)/C(=C/c2cccc([N+](=O)[O-])c2)NC(=O)C2CCCCC2)cc1,4,nt,-11,1519,-6,-4,5.3,0.38,10,-2,96
CCC(=O)NC1(C(F)(F)F)C(=O)NC(C)=C1C#N (stereo unspecified),-9,-5,3,1488,-6,-3,1.3,nt,3,-5,101
Cc1ccc(NC(=O)CS(=O)CC(=O)N(C2CCCC2)C(C)C(=O)NC2CCCCC2)cc1 (stereo unspecified),3,nt,-8,1450,-5,1,-0.2,nt,5,6,98
COc1ccc(C(=O)N2CCN(Cc3nc(CC4CC4)no3)CC2)cc1,12,-1,6,1632,2,2,0.0,0.26,11,-1,94
CC1CCC(n2c(=S)[nH]c3ccccc3c2=O)CC1 (stereo unspecified),7,14,5,1412,4,-7,1.4,nt,7,-5,99
Cc1ccc(CO/N=C/C2=C(Cl)c3ccccc3CC2)cc1,9,nt,-6,1575,-7,2,3.6,-0.61,2,0,98
COc1ccc(C)cc1S(=O)(=O)N(CC(=O)Nc1ccc2c(c1)OCCO2)Cc1ccccc1,8,nt,4,1484,8,-4,2.7,-0.035,2,-2,96
Cc1ccc(CNC(=O)C2CCC(CNc3nc(=S)[nH]c4ccccc34)CC2)cc1 (stereo unspecified),2,-19,-6,1470,-3,2,-0.4,0.08,7,-4,98
O=C1NC(=S)S/C1=C/c1ccc(N2CCOCC2)o1,-1,-2,2,1704,-3,8,1.3,-3.3*,7,-2,94
Cc1nn(C)c(C)c1CN(C)C(=O)CCCC(=O)O,-8,nt,0,1614,-4,-13,3.1,-0.039,3,-3,98
CSc1cc(C)nc(NC(C)=O)n1,11,-27,7,1531,6,-14,0.3,0.4,0,8,103
O=C1CN(C(=O)COC(=O)c2cnc(Cl)c(Cl)c2)c2ccccc2N1,12,-8,5,1616,8,-2,1.7,-0.86,1,9,103
CCCN1CCN(CCCNC(=O)CCn2nc(-c3ccccc3)ccc2=O)CC1,1,-8,-11,1333,-5,-2,-0.6,-0.16,14,-9,98
CCOc1ccc2nc(-c3cc(NC(C)=O)ccc3O)sc2c1,5,-3,2,1564,6,1,0.7,0.2,15,-12,94
Cc1ccc(-c2nc3cccnc3o2)cc1NC(=O)COc1ccc(C(C)(C)C)cc1,1,nt,4,1652,0,2,4.3,0.74,11,6,96
CCOC(=O)C1=C(C)N=c2s/c(=C3\C(=O)Nc4ccccc43)c(=O)n2C1c1ccc2c(c1)OCO2 (stereo unspecified),1,0,3,1672,9,9,10*,nt,-5,-10,108
Cc1ccnc2nc(C(=O)OCC(=O)Nc3ccc4c(c3)OC(F)(F)O4)nn12,2,nt,-10,1499,0,-3,1.8,nt,8,-1,97
O=C(CCCOc1ccc(Cl)cc1)Nc1nncs1,4,-18,7,1741,4,8,2.4,nt,21,0,85
COC(=O)C1=C(C)N(C2CCCCC2)C(=O)C1,-7,nt,6,1746,5,11,-1.1,nt,4,1,101
CCOC(=O)Cc1c(C)[nH]c(=S)[nH]c1=O,4,nt,2,1506,4,5,0.0,nt,-13,-10,113
CCNC(=S)N1CCN(Cc2ccccc2)CC1,-2,-16,-1,1443,3,0,0.1,-0.2,4,10,97
CN1C2CCC1/C(=C\c1ccccc1F)C(=O)/C2=C/c1ccccc1F,-6,3,-3,1574,-7,-1,-0.4,1.8,2,24,97

# An excerpt of these results, tab-delimited:
SMILES	TLR4 MyD88 comp	S1P3 antag	PPARg SRC-2 ag	TR-FRET SRC-2 ct	PPARg SRC1 recr	PPARg SRC3 recr	RAM inhibit	ROMK primary	STAT3 inh	STAT1 blocker	STAT3 act
Cc1ccc(-c2nc3cccnc3o2)cc1NC(=O)COc1ccc(C(C)(C)C)cc1	1	nt	4	1652	0	2	4.3	0.74	11	6	96
CCOC(=O)C1=C(C)N=c2s/c(=C3\C(=O)Nc4ccccc43)c(=O)n2C1c1ccc2c(c1)OCO2 (stereo unspecified)	1	0	3	1672	9	9	10*	nt	-5	-10	108
Cc1ccnc2nc(C(=O)OCC(=O)Nc3ccc4c(c3)OC(F)(F)O4)nn12	2	nt	-10	1499	0	-3	1.8	nt	8	-1	97
O=C(CCCOc1ccc(Cl)cc1)Nc1nncs1	4	-18	7	1741	4	8	2.4	nt	21	0	85
COC(=O)C1=C(C)N(C2CCCCC2)C(=O)C1	-7	nt	6	1746	5	11	-1.1	nt	4	1	101
CCOC(=O)Cc1c(C)[nH]c(=S)[nH]c1=O	4	nt	2	1506	4	5	0.0	nt	-13	-10	113
CCNC(=S)N1CCN(Cc2ccccc2)CC1	-2	-16	-1	1443	3	0	0.1	-0.2	4	10	97
CN1C2CCC1/C(=C\c1ccccc1F)C(=O)/C2=C/c1ccccc1F	-6	3	-3	1574	-7	-1	-0.4	1.8	2	24	97

# Additional records:
SMILES,TLR4 MyD88 comp,S1P3 antag,PPARg SRC-2 ag,TR-FRET SRC-2 ct,PPARg SRC1 recr,PPARg SRC3 recr,RAM inhibit,ROMK primary,STAT3 inh,STAT1 blocker,STAT3 act
CS(=O)(=O)N1CCC(C(=O)Nc2ccc(Oc3ccccc3)cc2)CC1,-3,-3,8,1543,0,5,0.3,-0.18,11,5,94
Nc1nc(CN2CCN(c3ccccc3F)CC2)nc(Nc2ccc3c(c2)OCCO3)n1,4,nt,3,1370,-4,-4,-0.3,nt,12,-3,93
COc1ccc(NC(=O)CN2CCCN(S(=O)(=O)c3ccc(F)cc3)CC2)cc1,8,nt,4,1728,11,-1,0.2,-0.065,7,1,99
Cc1nnc(SCC(=O)NCc2ccccc2Cl)n(N)c1=O,-1,-17,2,1722,-5,-1,0.2,nt,3,1,99
